Bioassay records: PubChem BioAssay, National Center for Advancing Translational Sciences (NCATS)
12-hLO inh: 12-hLO (ALOX12) enzyme inhibition | Potency, µM (titrated, usually from 57.1 µM), for inactives: top-dose activity change, negative = inhibition, most hits filed as inhibitors | purified 12-hLO, xylenol orange hydroperoxide absorbance | 150,000 tested, 0.12% active | P18054 | AID 1452; further: potency means the concentration at half of the fitted maximal effect; nearly all actives have a fitted effect of over 55% in size; many of its hits are not listed in these tables
Target sequence (P18054 whole entry, looked up): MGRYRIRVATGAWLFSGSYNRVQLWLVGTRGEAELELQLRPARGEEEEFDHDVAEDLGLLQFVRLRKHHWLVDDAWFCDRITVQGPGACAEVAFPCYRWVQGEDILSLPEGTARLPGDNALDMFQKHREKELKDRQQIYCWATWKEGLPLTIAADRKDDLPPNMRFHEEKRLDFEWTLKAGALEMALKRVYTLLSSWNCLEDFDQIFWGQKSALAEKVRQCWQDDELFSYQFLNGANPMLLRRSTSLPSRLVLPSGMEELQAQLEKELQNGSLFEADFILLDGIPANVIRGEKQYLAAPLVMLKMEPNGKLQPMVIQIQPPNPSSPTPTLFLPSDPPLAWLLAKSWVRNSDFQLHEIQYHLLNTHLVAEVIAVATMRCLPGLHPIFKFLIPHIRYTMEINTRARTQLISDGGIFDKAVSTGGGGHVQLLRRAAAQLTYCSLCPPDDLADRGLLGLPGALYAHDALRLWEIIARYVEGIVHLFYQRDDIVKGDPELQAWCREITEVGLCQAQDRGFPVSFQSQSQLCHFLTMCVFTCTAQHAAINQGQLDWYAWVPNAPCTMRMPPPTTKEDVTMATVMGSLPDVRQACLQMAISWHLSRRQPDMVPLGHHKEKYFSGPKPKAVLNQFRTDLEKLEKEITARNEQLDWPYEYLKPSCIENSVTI
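Lipoxygenase turnover measured by absorbance at 573 and 405 nm after Fe-XO development. Human 12hLO 150 nM, arachidonate 40 uM, pH 7.0 Hepes buffer with detergent; 15 min compound preincubation, 30 min reaction.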
15-hLO-2 inh: inhibitors of human 15-lipoxygenase 2 (ALOX15B). O15296. purified 15hLO-2, xylenol orange hydroperoxide absorbance. Potency, µM (titrated, usually from 57.1 µM), without a hit: top-dose activity change, negative = inhibition, usual class: inhibitors. 110,000 tested, 0.56% active. AID 881; further: potency means the concentration at half of the fitted maximal effect; nearly all actives have a fitted effect of over 60% in size; many of its hits are not listed in these tables
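Screening format was qHTS against 50 nM purified 15hLO-2 in Hepes pH 7.5 with detergent. Activity follows hydroperoxide formation from 45 uM arachidonic acid, measured as 573:405 nm absorbance ratio of the ferric-xylenol orange complex.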
PNC inhibitor: perinucleolar compartment assembly inhibition; PC3M PTB-GFP, PNC prevalence imaging, 16 h; active compounds read low; activity change (PNC), negative = inhibition, % at 10 µM; 140,000 tested, 3.1% active; AID 2417;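 active means readout at or below -70, meaning at least 70% loss of cells showing the perinucleolar compartment, a nuclear body marking cancer cells; inconclusive means readout between -30 and a set limit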;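 further: plate controls were DMSO wells for no effect and camptothecin positive control wells for full effect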
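Read-out is percentage of cells bearing a perinucleolar compartment, from automated 20x imaging of fixed, Hoechst-stained PC3M PTB-GFP cells. Cells were seeded 4 h, then exposed 16 h to compound (23 nl of library stock) in duplicate plates.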
IMPase inh: cell-permeable inhibitors of inositol monophosphatase (IMPase); P97697; CHO-M1 cells, IP1 accumulation, HTRF TR-FRET ratio; inhibition (IP1 accumulation), % at 46.1 µM; 120,000 tested, under 10 active; active means well fitted curve in the direction sought with a large enough effect in the signal ratio, not every such curve was filed as active; inconclusive means small, poorly fitted or top-dose-only effect, or a change in a side signal; inactive means no such curve, though single readings can be large or run the other way; the % refers to the signal ratio;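 further: cells stimulated with carbachol in lithium chloride buffer; plate controls were DMSO basal wells for no effect and reference inhibitor wells for full effect; higher means more IMPase inhibition seen as more IP1 and lower FRET ratio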
Target sequence (P97697 whole entry, looked up): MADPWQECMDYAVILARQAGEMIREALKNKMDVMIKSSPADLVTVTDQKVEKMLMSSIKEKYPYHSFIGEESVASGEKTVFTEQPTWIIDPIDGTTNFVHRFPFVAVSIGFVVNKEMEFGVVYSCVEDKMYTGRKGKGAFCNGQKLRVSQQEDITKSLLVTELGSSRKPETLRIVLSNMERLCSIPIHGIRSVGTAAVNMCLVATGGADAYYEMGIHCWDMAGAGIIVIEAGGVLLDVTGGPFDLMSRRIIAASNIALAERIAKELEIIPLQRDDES
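Measured: the HTRF emission ratio (665/620 nm) plus the 620 nm donor channel, each fitted to the Hill equation to give AC50. Cells were CHO-M1 given compounds up to 46 uM and a 30 min carbachol stimulation at 37C.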
Starred values were filed as active, the others as inactive; ? = inconclusive; . = not tested or not shown; [ ] = another dose, or the depositor's remark. Unless noted, the call rests on the fitted dose curve; in most records, active means well fitted curve in the direction sought with a large enough effect; inconclusive means small, poorly fitted or top-dose-only effect, or another doubt; inactive means no such curve, though single readings can be large; an effect the other way counts as inactive or inconclusive. Unless noted, on the % scale 0 is the no-effect control and ±100 the full control effect. Hits appear at their usual frequency. Share with any hit: about 3.1%.

Compound	12-hLO inh	15-hLO-2 inh	PNC inhibitor	IMPase inh
CC(C)(C)NCc1cccn1-c1sc2c(c1C#N)CCCC2	-0.1%	.	73.7	8.2
O=C1CCCC2=C1C(c1cn(-c3ccccc3)nc1-c1cccs1)c1c([nH]c(=O)[nH]c1=O)N2 (stereo not drawn)	-14.9%	?	33.5	0.3
Cc1nc2ccc(F)cc2cc1C(=O)NCc1ccco1	1.3%	1.0%	?	3.7
COc1ccc(/C=C(/NC(=O)c2ccc(C)cc2)c2nc3ccccc3[nH]2)cc1OC	0.3%	-1.0%	58.8	-0.2
Cc1cccc(C)c1NC(=O)Nc1ccc(S(N)(=O)=O)cc1	0.5%[11.4 µM]	0.0%[11.4 µM]	.	.
COc1cccc(/C=N/NC(=O)CN2C(=O)NC3NC(=O)NC32)c1 (stereo not drawn)	-1.3%	.	-29.7	8.7
CCOc1ccc(CCNC(=O)c2cc3ccccn3n2)cc1OCC	3.1%	6.2%	-8.7	9.5
COC(=O)c1cc(C(=O)N(Cc2ccccc2)c2ccccn2)cc([N+](=O)[O-])c1	-1.8%	.	?	.
COc1ccc(OC)c(Nc2nc(-c3cccc([N+](=O)[O-])c3)nc3ccccc23)c1	5.2%	?	-17.7	-4.7
CN1/C(=C\C(=O)COc2ccc3c(c2)OCO3)C(C)(C)c2ccccc21	-3.5%	-5.9%	51.7	8.9
COC(=O)c1ccc(Cc2ccccc2)o1	-1.0%	-8.7%	13.6	-1.1
CCCCc1n[nH]c2c1/C(=N/O)CC(C)(C)C2	2.7%	.	?	6.0
O=C1C2C3C=CC(O3)C2C(=O)N1CC(O)c1ccccc1 (stereo not drawn)	-3.9%	-11.9%	10.8	20.4
Cc1cc2n(n1)C(c1sccc1C)Nc1ccccc1-2 (stereo not drawn)	-0.1%	4.8%	-13.4	-8.0
COCc1cc(=O)n2c([nH]c3ccccc32)c1C#N	0.6%	-5.0%	?	-28.8
COc1cc(NC(=O)CCc2ccccc2)c(C(=O)O)cc1OC	2.9%	2.4%	?	2.2
O=C(COC(=O)c1ccccc1OCC(=O)Nc1ccc(Br)cc1)Nc1ccccc1	1.6%	.	-12.7	.
N#Cc1ccc(Nc2ccccc2)c(N)c1	3.1%	-12.1%	73.3	6.6
S=C1N[C@H](c2ccccc2)N[C@H](c2ccccc2)S1	-3.9%[11.4 µM]	-28.5%[11.4 µM]	.	.
Cc1cc(C)nc(NC(=O)c2cccc([N+](=O)[O-])c2)c1	4.2%	.	69.0	.
COc1ccc(N2CCN(C(=O)Cn3nnc(-c4ccc(OC)c(OC)c4)n3)CC2)cc1	-0.5%	-2.7%	35.1	9.6
Cc1cccc2sc(N(CCCN(C)C)C(=O)c3sc4ccccc4c3Cl)nc12	1.3%	.	-16.6	-23.1
O=c1[nH]c2cc3c(cc2cc1CN(Cc1cccnc1)Cc1nnnn1Cc1ccco1)OCCO3	-9.3%	-5.1%	33.0	-4.3
O=C(O/N=C\c1ccc(N2CCCCC2)c([N+](=O)[O-])c1)c1c(F)cccc1F	6.1%	-13.2%	23.3	5.2
CN1C(=O)c2ccc(NC(=O)C3CCCCC3)cc2C1=O	-6.4%	-10.4%	27.8	-4.1
C=C(C)CNC(=S)NNC(=O)CCn1c2cc(Cl)ccc2c2ccc(Cl)cc21	?	.	-23.0	.
CCC1(CC)NC(=O)N(CC(=O)OCC(=O)Nc2ccc(C(F)(F)F)cc2)C1=O	-2.3%	-9.9%	33.2	2.0
COc1ccc(OC)c(NC(=O)CN(c2ccc(C)cc2)S(=O)(=O)c2c(C)noc2C)c1	-9.9%	-7.0%	-20.9	3.8
CCOC(=O)c1c(NC(=O)CNCC(O)CO)sc(C)c1C (stereo not drawn)	2.8%	2.2%	35.4	-1.0
CC(C(=O)Nc1ccc2c(c1)OCCO2)c1ccc([N+](=O)[O-])cc1 (stereo not drawn)	-0.1%	.	54.1	.
O=C(CSc1ncn[nH]1)Nc1ccc(S(=O)(=O)N2CCCC2)cc1	-8.3%	6.3%	7.1	-7.4
COC(=O)[C@@]1(Cc2ccccc2)[C@H]2c3cc(C(=O)N4CCCC4)n(Cc4ccc(O)c(OC)c4)c3C[C@H]2CN1C(=O)c1ccccc1	-5.4%	?	.	.
C=CCNS(=O)(=O)c1sccc1/C=N/O	-2.8%	2.9%	23.2	-5.1
CCOc1cccc(CNCCO)c1OCc1ccc(Cl)cc1Cl	0.6%	.	-26.4	-12.8
CN(CC(=O)NC1CCCCC1)S(=O)(=O)c1cccc2nsnc12	6.1%	.	15.4	5.8
C=CCOc1nc2c(c(=O)n(C)c(=O)n2C)n1Cc1ccccc1Cl	2.1%	2.4%	?	2.2
CC1(C)CC2(CCO1)OC(=O)CC2C(=O)NCc1ccccc1 (stereo not drawn)	-0.4%	7.4%	?	4.2
CCCCCCCCCCCCCCCC(=O)OC[C@H](COP(=O)([O-])OCC[N+](C)(C)C)OC(=O)CCCCCCCCCCCCCCC	-1.6%	.	37.7	.
Cc1ccc(C(=O)N/C(=C\c2cccs2)C(=O)NCCc2c[nH]c3ccccc23)cc1	-2.6%	.	?	9.6
CC(C)N1C(=O)C2C(C(=O)NC3CCCCC3)C3C=CC2(O3)C1C(=O)NC1CCCCC1 (stereo not drawn)	-2.8%	3.6%	6.3	-4.5
O=C(c1cnc(-c2ccccc2)s1)c1ccc(Cl)cc1Cl	4.0%	.	48.0	-6.5
O=C(CCc1ccc(S(=O)(=O)NC2CCCCC2)cc1)Nc1ccccc1	-2.2%	-0.3%	?	-12.7
CN(C)c1ccc(C=NCC2(O)CCOC(C)(C)C2)cc1 (stereo not drawn)	2.1%	1.2%	25.5	-0.7
COC(=O)Cc1csc(Nc2ccccc2)n1	0.1%	.	?	.
CCN1CCN(C(=O)Nc2ccc(Cc3ccc(NC(=O)N4CCN(CC)CC4)cc3)cc2)CC1	4.4%	37.6%[activator]	24.4	1.1
NC(=O)c1ccc(NC(=O)COC(=O)/C=C/c2cn(-c3ccccc3)nc2-c2cccnc2)cc1	-0.1%	.	1.9	.
CC(NC(=O)c1ccc(CS(=O)(=O)c2ccc(Cl)cc2)o1)c1ccc2c(c1)OCCO2 (stereo not drawn)	-7.0%	2.1%	-1.1	-6.6
O=C(Nc1ccc(C(F)(F)F)cc1)C1CC(=O)N(c2ccc3c(c2)OCCO3)C1 (stereo not drawn)	5.2%	-4.4%	38.2	-7.6
COc1c2ccoc2c(OCC=C(C)C)c2oc(=O)ccc12	-5.1%	.	45.8	.
CCOc1cc(-c2nc(-c3ccccc3)c(-c3cc([N+](=O)[O-])ccc3C)[nH]2)ccc1O	-20.9%	29.1%	-2.0	26.2
Cc1cc(OCC(=O)Nc2ccc3c(c2)OCCO3)cc(C)c1Cl	-3.0%	-3.5%	-27.8	-1.6
CCCn1c(=O)c(C(=O)Nc2cnccn2)c(O)c2ccccc21	1.4%	-6.2%	-20.8	-4.7
c1ccc(-c2c[nH]c3[n+]2CCCCC3)cc1	-5.0%	25.1%	?	0.7
CCCN(CCC)c1ccc(CC(=O)NC(C)Cc2ccccc2)cc1 (stereo not drawn)	-5.4%	.	3.2	5.9
C/C=C/COC(=O)c1[nH]c2c(c1C)C(=O)CC(c1ccc(N(C)C)cc1)C2 (stereo not drawn)	0.3%	-6.5%	?	18.0
C/C=C/C(=O)OCC(=O)Nc1ccc(OC)c(Cl)c1	-0.8%	.	-4.7	.

Carrying on.
Compound	12-hLO inh	15-hLO-2 inh	PNC inhibitor	IMPase inh
COC(=O)c1ccc(C(NC(=O)OCc2ccccc2)/C(C)=C/[C@@H](C)C(=O)Nc2ccc(OC)cc2)cc1 (stereo partly drawn)	-3.5%	9.6%	.	.
CCC/C(=N\NC(=O)c1csc(C)c1C)c1cccs1	5.6%	-0.7%	1.6	-0.1
Cc1nn(C(=O)c2cccc([N+](=O)[O-])c2)c(C)c1Sc1ccccc1	2.7%	-2.2%	8.6	7.3
CCSc1nnc(CNc2ccc(C)cc2)n1C	1.2%	.	-15.0	.
O=C1c2ccccc2C(=O)N1c1cccnc1	0.6%	5.5%	13.3	6.4
COc1ccccc1CNC(=O)C1CCN(Cc2nc(-c3cccc(Cl)c3)oc2C)CC1	-9.0%	47.6%[activator]	4.7	?
Cc1cc(C=O)c(C)n1-c1ccc(N2CCOCC2)cc1	-5.6%	.	-12.9	.
COc1cccc(C(=O)N2CCN(C(=O)c3cccs3)CC2)c1OC	3.8%	10.7%	-5.0	?
CCN(CC)C(=O)CSc1nc2ccc(NC(=O)CSc3nnc(COc4ccccc4C)n3C)cc2s1	1.6%	-10.8%	61.4	7.4
CCN(CC)S(=O)(=O)c1ccc(Cl)c(C(=O)N2CCc3ccccc32)c1	-1.8%	-4.6%	?	10.8
CCOC(=O)c1sc(NC(=O)Nc2ccc(Cl)cc2)nc1C	1.4%	-18.8%	37.8	11.2
CCc1nc(N2CCN(Cc3ccc4c(c3)OCO4)CC2)c2oc3ccccc3c2n1	8.0%	15.6%	86.1	6.7
CCN(C(=O)c1cc2ccccc2oc1=O)c1cccc(C)c1	14.4%	-3.9%	?	5.9
COc1ccc(C2=NOC(C(=O)NC(C)C)C2)cc1 (stereo not drawn)	-6.9%	-1.5%	-22.6	-9.3
COc1ccc(N(CCC#N)S(=O)(=O)c2ccc(Cl)cc2)cc1	-13.1%	5.0%	18.9	8.1
O=C(COc1ccccc1)NC(=S)Nc1cccc([N+](=O)[O-])c1	-2.2%	.	-0.4	-4.0
CCC(C)NCCCCOc1cc(C)cc(C(C)C)c1 (stereo not drawn)	-4.8%	.	21.0	.
CCC(NC(=O)Nc1nnc(C(F)(F)F)s1)(C(F)(F)F)C(F)(F)F	2.9%	-28.8%	?	13.2
O=C1CC(C(=O)Nc2ccc(F)cc2)S/C(=N\N=C\c2ccco2)N1 (stereo not drawn)	7.8%	.	?	8.8
Cc1ccccc1NC(=O)/C=C/c1ccc([N+](=O)[O-])s1	0.1%	.	?	-6.5
Cc1cc(C)nc(SCc2ccc(C(=O)NN=C3C4CC5CC(C4)CC3C5)cc2)n1	-0.7%	.	-24.5	.
C=C(C)COc1ccc(-c2n[nH]c(C)c2-c2ccc(OC)cc2)c(O)c1	-23.0%	36.6%[activator]	52.2	1.9
O=C(CCNS(=O)(=O)c1cccc2nsnc12)NCc1cccs1	2.6%	3.5%	14.4	3.2
CC(=O)Oc1ccc(C)cc1N1C(=O)c2ccc(C(=O)O)cc2C1=O	7.9%	1.3%	12.0	9.1
Cn1c(/N=C/c2cc(Cl)ccc2O)nc2ccccc21	-3.7%	-5.3%	7.7	-2.9
CCOc1cc(-c2noc(N)c2C(=O)OC)cc(OCC)c1OCC	-3.6%	-8.6%	0.0	-3.0
CCOC(=O)CN1CC23C=CC(O2)C(C(=O)NC2CCCC2)C3C1=O (stereo not drawn)	6.1%	-4.6%	27.2	-1.7
Cc1ccc(Cl)cc1N1CCN(C(=O)C2CCCN(S(=O)(=O)c3cnc[nH]3)C2)CC1 (stereo not drawn)	-7.7%	.	12.6	8.1
COc1ccc(NC(=S)N(CCN(C)C)C(C)c2ccco2)cc1Cl (stereo not drawn)	-5.7%	.	38.3	.
Cc1ccc2nc(C)cc(NCCO)c2c1	1.8%	5.4%	?	9.3
O=C(Nc1ccc(Cl)cc1)N1CCC(c2nc(-c3ccccc3Cl)no2)CC1	-11.6%	-3.9%	12.3	6.8
COc1cccc(-c2cncnc2NCc2ccccc2)c1	8.6%	28.6%	.	.
Cc1ccc(S(=O)(=O)C/N=C(/NC(=S)N(c2ccccc2)c2ccccc2)c2ccccc2)cc1	?	?	-28.8	3.8
